Screens as filed in PubChem.
TcdB GH inh: inhibitors of Clostridioides difficile toxin B glycohydrolase. 350,000 tested, 0.24% active. P18177. TcdB glycohydrolase enzymatic assay, plate reader. inhibition, % at 9.99 µM; in the data active = inhibition above about 10%
PrPC surface inh: inhibitors of human cell surface prion protein PrPC | P04156 | inhibition, % at 13.8 µM | 370,000 tested, 0.43% active | TR-FRET read-out; in the data active = inhibition above about 24%; also: 0% = median of the test wells and 100% = reference compound wells
MazEF act: activators of E. coli MazEF toxin-antitoxin RNase | P0AE70 | FAM/BHQ RNA-DNA oligo cleavage fluorescence, 5 h | activation, % at 20 µM | 350,000 tested, 0.32% active | AID 504720; in the data active = activation above about 50%
Target sequence (P0AE70 whole entry, looked up): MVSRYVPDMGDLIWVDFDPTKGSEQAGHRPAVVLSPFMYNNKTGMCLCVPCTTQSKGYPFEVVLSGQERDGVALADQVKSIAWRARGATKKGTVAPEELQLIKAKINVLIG
Y pestis TopoI: inhibitors of Yersinia pestis topoisomerase I; Y. pestis Topo-I cleavage product accumulation, plate reader; activity, % at 10 µM; 360,000 tested, 0.064% active; in the data active = activity above about 50%, passing the limit was not always enough; also: inactives centre near 2
DUSP3 inh: inhibitors of human VHR1 phosphatase (DUSP3); recombinant VHR phosphatase, pNPP absorbance; P51452; 290,000 tested, 0.52% active; AID 1654; inhibition, % at 13.3 µM; in the data active = inhibition above about 50%; also: some compounds called inactive have numbers as strong as hits
Target sequence (P51452 whole entry, looked up): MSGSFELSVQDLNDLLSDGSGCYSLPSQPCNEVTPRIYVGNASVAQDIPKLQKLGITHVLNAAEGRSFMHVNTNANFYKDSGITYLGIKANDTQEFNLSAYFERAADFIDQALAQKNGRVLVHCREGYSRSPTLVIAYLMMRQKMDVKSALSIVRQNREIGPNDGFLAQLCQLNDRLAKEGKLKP
PriA SSB inh: K. pneumoniae PriA-SSBct interaction inhibition | AlphaScreen SSBct-PriA binding, biotinylated peptide | inhibition, % at 33 µM | 430,000 tested, 0.6% active; in the data active = inhibition mostly above about 37%, no sharp cut-off; inactive = mostly below about 20%;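 also: plate controls were negative control peptide for no effect and reference peptide for full effect; strong numbers were not always called active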
BH1578 lux ind: inducers of Vibrio cholerae quorum light production without autoinducers; V. cholerae BH1578 lux reporter, luminescence, 6 h; activation, % at 18.7 µM; 350,000 tested, 0.16% active; AID 588436; in the data active = activation mostly above about 9.7%, no sharp cut-off; also: not every result past the cut was called active; inactives centre near 0; reference of the scale not given here
CCHF vOTU inh: CCHFV vOTU protease inhibition. Pep-AMC fluorescence. inhibition, % at 11.5 µM. 370,000 tested, 0.55% active; in the data active = inhibition above about 30%; also: 0% = vehicle wells with enzyme and 100% = no enzyme wells
3CLpro inhibitor: SARS-CoV 3CLpro protease inhibition; P0C6X7; 290,000 tested, 0.14% active; AID 1706; recombinant SARS-CoV 3CLpro, quenched FRET peptide cleavage; inhibition, % at 6 µM; in the data active = inhibition above about 12%
Rv3671c protease: inhibits the M. tuberculosis serine protease Rv3671c. P9WHR9. inhibition, % at 5.96 µM. 320,000 tested, 0.048% active. AID 2606; in the data active = inhibition above about 38%;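 also: extracellular domain of Rv3671c used as enzyme; 0% = enzyme with DMSO and 100% = no enzyme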
Target sequence (P9WHR9 whole entry, looked up, the tested form may be a part): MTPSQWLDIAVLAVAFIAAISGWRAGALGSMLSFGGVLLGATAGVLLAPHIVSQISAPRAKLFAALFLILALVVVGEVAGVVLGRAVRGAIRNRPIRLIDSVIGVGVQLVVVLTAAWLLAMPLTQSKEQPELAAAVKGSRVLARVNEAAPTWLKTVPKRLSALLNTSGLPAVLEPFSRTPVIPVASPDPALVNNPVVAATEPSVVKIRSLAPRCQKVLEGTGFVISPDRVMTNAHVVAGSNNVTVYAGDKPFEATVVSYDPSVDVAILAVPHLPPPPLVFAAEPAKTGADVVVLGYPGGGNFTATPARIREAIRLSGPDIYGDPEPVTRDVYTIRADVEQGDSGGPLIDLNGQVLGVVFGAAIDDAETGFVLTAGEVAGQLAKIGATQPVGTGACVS
* hit, by the source's call; i = inactive; nt = no result given; & = joins results of further samples.

The line under a structure holds: CCHF vOTU inh	PrPC surface inh	TcdB GH inh	BH1578 lux ind	DUSP3 inh	Y pestis TopoI	MazEF act	Rv3671c protease	PriA SSB inh	3CLpro inhibitor
- Cc1cc(C(=O)OCC(=O)Nc2cccc(F)c2)c(C)n1C1CC1
  3	2	-0.9	2.3	nt	7	3	-13	13	nt
- Cc1cc(C)c2nc(NC(=O)c3ccc4c(=O)n5c(nc4c3)CCCCC5)sc2c1
  -2	-2	0.3	-0.6	19	-8	-14	-8	-9	4
- COc1ccccc1C1=NNC(=Nc2cccc(S(=O)(=O)N(C)C)c2)SC1
  -12	20	-1.4	-0.4	7	-11	-1	1	43*	2
- CN(C)c1ccc(/C=C(\NC(=O)c2ccccc2)C(=O)NCCCn2ccnc2)cc1
  13	-8	-0.6	-0.2	10	2	21	-3	39*	-1
- Clc1ccc(Oc2nc(N3CCOCC3)nc(N3CCOCC3)n2)c(C2CCCCC2)c1
  11	-1	nt	3.1	nt	3	-5	3	1	-4
- CCCCn1c(N)c(N(CC(C)C)C(=O)Cc2ccc(S(=O)(=O)N3CCOCC3)s2)c(=O)[nH]c1=O
  -8	0	0.5	0.5	nt	3	-60	nt	-16	nt
- Cc1ccc(CNC(=O)c2cc3c(=O)n(C)c4ccccc4c3n2C)cc1
  -5	3	1.2	-0.2	15	6	9	2	-7	-4
- CCn1c2ccc(Cl)cc2c2nc3ccccc3nc21
  6	1	nt	nt	17	nt	-9	-2	-28&-27	-9
- COc1ccccc1/C=N/NC(=O)CO
  10	3	3.0	-0.2	22	-1	1	2	nt	4
- CC1CC2=C(C(=O)O1)C(c1ccccc1)Nc1ccccc1N2 (configuration not stated)
  0	5	0.7	0.0	-15	1	5	-3	3	5
- Cc1ccc(NC2CCCN(C(=O)c3ccccc3-c3ncc[nH]3)C2)cc1C (configuration not stated)
  6	-1	-1.0	-0.8	-23	8	-2	3	11	3
- O=C(Nc1ccc(NC(=O)c2cccs2)c(Cl)c1)c1cccs1
  -4	0	1.4	-1.2	15	1	10	-11	-9	1
- COC(=O)c1ccc(/C=N\n2c(C)nnc2C)cc1
  -4	-3	nt	-0.2	13	-2	-7	1	nt	7
- Cc1ccc(S(=O)(=O)NC2(C(F)(F)F)NC(=O)N(CCc3ccccc3)C2=O)cc1 (configuration not stated)
  7	4	0.7	-0.2	31	6	8	-2	-9	1
- CC(C)C(NC(=O)c1ccccc1F)C(=O)OCC(=O)c1ccc(F)cc1 (configuration not stated)
  15	5	2.3	-0.3	22	0	6	-5	-19	8
- Cc1ccc(CN2CCN(/N=C/c3cccn3C)CC2)c(C)c1
  10	5	-16	nt	18	12	4	-1	nt	0
- CCCn1c(N)c(C(c2ccc(C(=O)OC)cc2)N2CCN(c3ccccc3)CC2)c(=O)[nH]c1=O (configuration not stated)
  7	0	nt	-3.8	5	0	4	-3	3	-4
- CCCCn1c(N)c(N(CC(C)C)C(=O)c2oc3c(Cl)cccc3c2C)c(=O)[nH]c1=O
  4	-6	3.5	-2.8	nt	26	-2	-9	3	nt
- Cc1cc(C(=O)CCl)c(C)n1-c1c(C)n(C)n(-c2ccccc2)c1=O
  -4	1	-1.3	0.1	22	10	-3	2	-2	4
- COc1ccc(C(=O)C[n+]2ccc(N(C)C)cc2)cc1
  0	9	0.9	-0.9	17	0	-1	1	-2	-1
- COc1ccc(NC(=S)NCc2ccc3c(c2)cc(C)n3C)cc1
  1	-11	-1.0	-0.2	4	-3	19	8	75*	-3
- Cc1ccc(C(=O)OCC2OC3OC(C)(C)OC3C2O)cc1 (configuration not stated)
  3	-5	nt	i	17	-1	1	-13	-3	1
- C[C@H]1CCCCO[C@H](CN(C)Cc2ccccc2)[C@@H](C)CN([C@@H](C)CO)C(=O)c2cc(NC(=O)CCC(F)(F)F)ccc2O1
  -5	-16	1.5	-0.2	nt	-6	4	nt	nt	nt
- CCOc1ccc2oc(C(=O)OCC(=O)NCc3ccc(OC)cc3)c(C)c2c1
  10	1	-0.1	-0.7	nt	8	0	-25	-7	nt
- CCC1CCCCN1CCCNC(=O)CN1C(=O)COc2ccc(S(=O)(=O)N3CCC(C)CC3)cc21 (configuration not stated)
  -10	-5	-0.4	-0.4	40	4	9	6	-6	-3
- COc1ccc(Cc2nnc(SCC(=O)Nc3ccc(C)c(C)c3)o2)cc1OC
  -6	11	0.7	-0.2	25	16	-12	0	-6	-4
- Cc1ccc(C2=C(O)C(=O)C(c3ccc(C)cc3)=C(O)C2=O)cc1
  9	-4	-3.8	-1.1	nt	-10	2	nt	-10	nt
- COc1ccc(-c2nc3ccccc3nc2-c2ccccc2)cc1
  6	-7	0.9	-4.1	39	22	5	-7	-37	1
- COc1ccc2c(CCNC(=O)/C=C/c3ccc(OC)c(OC)c3)c[nH]c2c1
  -4	-10	0.9	-0.8	18	-1	3	5	4	-3
- c1ccc(-c2nnnn2-c2ccccn2)cc1
  7	-4	-0.5	nt	nt	-1	7	nt	-1	nt
- c1ccc(Nc2nc(-c3ccncc3)nc3ccccc23)cc1
  -1	-2	0.0	-0.2	15	1	10	-2	-4	8
- CCCn1nnc(NC(=O)c2ccc(-c3cccc(Cl)c3)o2)n1
  1	-5	nt	3.2	17	-11	1	-5	2	1
- Cc1cc(NC(=O)Cc2ccccc2)ccc1NC(=O)c1cccs1
  0	-7	2.5	-0.3	-1	-10	7	0	-7	-3
- O=C(NCC1CCCO1)c1ccc(S(=O)(=O)N2CCC(c3nc4ccc(Cl)cc4[nH]3)CC2)cc1 (configuration not stated)
  -9	-2	nt	-8.3	4	7	0	0	3	-3
- CC(C)(C)c1ccc(C(=O)NCCC(=O)Nc2ccc(S(=O)(=O)Nc3nccs3)cc2)cc1
  6	0	2.4	0.9	nt	-11	-5	nt	1	nt
- COc1ccccc1NC(=O)Cn1cnc2c(cnn2-c2ccccc2)c1=O
  3	-5	nt	nt	-5	1	1	2	-12	-1
- N#Cc1cc2c(nc1SCC(=O)N1CCOCC1)CCCCC2
  -1	0	nt	i	19	-10	8	2	-11	2
- CCOC(=O)c1ccc(NC(=O)C2CC(=O)N(c3ccc4c(c3)OCCO4)C2)cc1 (configuration not stated)
  -2	-13	0.7	i	nt	5	9	0	7	nt
- O=C(CCC1CCCCC1)NCCN1C2=NC[C@H](Cc3ccc(O)cc3)N2C[C@H]1Cc1ccc(O)cc1
  11	2	0.6	i	18	-7	33	-2	10	2
- Cc1cc(Br)ccc1NC(=O)CNC(=O)CN(C)C1CCS(=O)(=O)C1 (configuration not stated)
  -16	0	-0.6	-0.9	nt	-3	6	nt	-7	nt
- COc1ccc(S(=O)(=O)N2CCOCC2)cc1C(=O)N1CCCCCC1
  5	4	0.8	nt	-14	5	0	6	-6	-6
- Clc1ccc(C(c2cccs2)N2CCNCC2)cc1 (configuration not stated)
  -5	-3	0.6	-2.9	nt	-5	7	nt	nt	nt
- Cc1cc(C)cc(NC(=S)N(CCN2CCCCC2)Cc2ccco2)c1
  8	-11	0.7	-0.2	0	2	-8	-5	10	2
- O=C(CC1C(=O)N(c2ccccc2)C(=O)N1C1CCCCC1)Nc1ccccc1 (configuration not stated)
  -10	0	nt	i	-29	2	3	-7	-11	3
- N#CC12CCCCC1CC1CCCCC1(C#N)N2CCO (configuration not stated)
  5	-4	nt	0.7	14	3	0	5	-13	-1
- COc1ccc(Nc2nnc(C)c(=O)[nH]2)c(OC)c1
  7	-1	0.3	0.1	2	-7	-2	-1	-15	-1
- Cc1cccc(NC(=O)CN2C(=O)CSC2=O)c1
  5	0	0.2	-0.2	8	5	-7	5	-4	1
- CCc1sc(C(=O)N(CCOC)c2c(N)n(Cc3ccccc3)c(=O)[nH]c2=O)cc1C
  -6	7	0.5	0.0	nt	-2	3	nt	nt	nt
- O=C(COc1ccccc1)NCC(c1ccco1)N1CCN(c2ccc(F)cc2)CC1 (configuration not stated)
  12	-4	4.0	-0.4	nt	26	4	10	5	nt
- CC(C)Nc1nc(C#N)nc(NC(C)C)n1
  3	3	nt	-0.3	8	4	-7	8	42*	0
- COC(=O)c1cc(Br)ccc1NC(=O)CSCc1c(C)noc1C
  11	3	0.9	i	nt	12	1	-3	-20	nt
- COc1cc(OC)c2ccc(=O)oc2c1C(CCN1CCOCC1)c1ccc2c(c1)OCO2 (configuration not stated)
  14	-11	1.2	-6.9	nt	3	20	nt	4	nt
- CN(C)c1oc(-c2ccc(OCc3ccccc3)cc2)nc1C#N
  -14	-1	nt	-12	-17	-5	-5	-2	3	-4
- CCN(CC)CCO
  -6	-6	-0.6	-0.3	nt	-4	5	3	3	nt
- O=C(NC1CCCCC1)N(CCN1CCOCC1)Cc1cc2cc3c(cc2[nH]c1=O)OCCO3
  -29	-4	nt	i	38	7	-5	5	-1	-9
- CCCCn1c(N)c(N(CCOC)C(=O)c2cc(-c3ccc(OC)cc3)nc3ccccc23)c(=O)[nH]c1=O
  -6	-3	0.8	i	nt	6	0	3	2	nt
- CC(/C=C/c1ccccc1)=N/NC(=O)c1cnccn1
  -2	-5	nt	1.4	9	-6	8	8	nt	0
- CCOC(=O)C1=C(O)C(=O)N(c2ccc(S(N)(=O)=O)cc2)C1c1ccc(Cl)cc1 (configuration not stated)
  -7	-3	nt	i	4	2	-3	-12	-3	2
- O=C(/C=C/c1ccco1)NCC(=O)N/N=C/c1ccccc1[N+](=O)[O-]
  -7	-21	0.8	nt	25	8	5	-6	nt	1
- COc1ccc(NC(=O)CSc2ccccc2)cn1
  2	11	0.7	i	32	-1	27	5	-9	1

The list continues.
The line under a structure holds: CCHF vOTU inh	PrPC surface inh	TcdB GH inh	BH1578 lux ind	DUSP3 inh	Y pestis TopoI	MazEF act	Rv3671c protease	PriA SSB inh	3CLpro inhibitor
- S=c1nc(C2CCCCC2)n(-c2ccccc2)[nH]1
  14	8	0.5	-0.1	6	3	4	-2	-4	4
- COC(=O)C1=C(C)Nc2nnnn2C1c1ccccc1Cl (configuration not stated)
  4	-2	nt	i	26	2	-3	1	5	-2
- CC(OC1=CC(=O)CCC1)C(=O)c1ccccc1 (configuration not stated)
  -4	-5	nt	-2.3	0	6	0	-1	-8	1
- O=C(NCCCN1CCOCC1)c1ccccc1N1C(=O)[C@@H]2Cc3c([nH]c4ccccc34)C(c3ccc(F)cc3)N2C1=O (some centres not stated)
  -3	-14	1.2	-0.3	12	3	4	-10	17	2
- CC[n+]1cccc(-c2nc3ccccc3s2)c1
  -7	-24	nt	-2.3	10	-4	-7	7	-5	1
- COc1ccccc1NC(=O)NCCN1C(=O)C2C3C=CC(C3)C2C1=O (configuration not stated)
  -1	1	-6.1	-0.4	21	-5	4	2	3	0
- O=C(NNc1ccc(Cl)cc1)C1CCC1
  -8	6	-3.4	i	23	-1	-10	-3	-9	4
- CCOC(=O)c1[nH]c2ccccc2c1NC(=O)c1ccc(S(=O)(=O)N(C)C)cc1
  -1	-4	2.9	-0.3	0	-8	5	3	-15	-2
- Brc1ccccc1OCCNCc1ccccc1
  -4	2	0.8	-0.2	13	20	6	2	-11	2
- O=C(NCCc1ccccc1)c1cnc2ccccc2n1
  9	-12	1.5	1.4	15	8	4	2	-3	4
- Cc1c(NC(=O)c2cc3nc(-c4ccccc4)cc(C)n3n2)c(=O)n(-c2ccccc2)n1C
  6	-10	nt	-0.4	20	7	-4	1	2	-7
- COc1ccccc1CCNC(=O)c1ccc(Br)s1
  -2	-8	1.7	1.2	7	13	2	7	-10	-1
- Cc1ccc(C)c(OCc2cc(C(=O)NC3CCN(Cc4ccccc4)CC3)no2)c1
  -3	15	-0.1	i	-12	-4	8	3	7	-1
- O=C(NCc1ccco1)c1ccc2c(c1)OCCO2
  -9	-2	1.0	i	2	10	5	-3	0	4

Random excerpt: two records from the list, in no set order.
The line under a structure holds: CCHF vOTU inh	PrPC surface inh	TcdB GH inh	BH1578 lux ind	DUSP3 inh	Y pestis TopoI	MazEF act	Rv3671c protease	PriA SSB inh	3CLpro inhibitor
- CC(/C=C/c1ccccc1)=N/NC(=O)c1cnccn1
  -2	-5	nt	1.4	9	-6	8	8	nt	0
- O=C(NNc1ccc(Cl)cc1)C1CCC1
  -8	6	-3.4	i	23	-1	-10	-3	-9	4

An excerpt; rates above refer to the full screens.
